Compound activity deposited in PubChem by several laboratories.
eLon inh = inhibitors of E. coli Lon protease. P0A9M0. purified E. coli Lon protease, fluorescence polarization. inhibition, % at 7.94 µM. 360,000 compounds, 0.42% hits. AID 602123; in the data active means inhibition above about 13%, passing the limit was not always enough;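 further: 0% = enzyme with probe and DMSO and 100% = no enzyme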
Neddylation inh = cullin neddylation inhibition; P61081+Q13564; TR-FRET cullin neddylation, biochemical; calls only at 25 µM; 360,000 compounds, 0.58% hits; in the data active means inhibition above about 36%
SKN-1 inh = blocks SKN-1 activity in C. elegans; 360,000 compounds, 0.49% hits; AID 624304; C. elegans VP596 Pgst-4::GFP/RFP ratio, acrylamide-induced, 24 h; inhibition, % at 21.8 µM;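 active means interference check ratio from 0.5 to 1.5 plus GFP to RFP signal ratio inhibition reaching or exceeding a fixed threshold, cut at about 30% in these data, passing the limit was not always enough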; further: some compounds called inactive have numbers as strong as hits
PABP1 MLLE inh = blocks PAM2 peptide binding to the PABP1 MLLE domain. GST-MLLE / FITC-PAM2 fluorescence polarization. 360,000 compounds, 0.36% hits. P11940. inhibition, % at 20 µM; in the data active means inhibition above about 35%, passing the limit was not always enough;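 further: plate controls were DMSO wells with GST-MLLE for no effect and wells lacking GST-MLLE protein for full effect; some results filed as inactive read as strong as hits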
Target sequence (P11940 whole entry, looked up, the tested form may be a part): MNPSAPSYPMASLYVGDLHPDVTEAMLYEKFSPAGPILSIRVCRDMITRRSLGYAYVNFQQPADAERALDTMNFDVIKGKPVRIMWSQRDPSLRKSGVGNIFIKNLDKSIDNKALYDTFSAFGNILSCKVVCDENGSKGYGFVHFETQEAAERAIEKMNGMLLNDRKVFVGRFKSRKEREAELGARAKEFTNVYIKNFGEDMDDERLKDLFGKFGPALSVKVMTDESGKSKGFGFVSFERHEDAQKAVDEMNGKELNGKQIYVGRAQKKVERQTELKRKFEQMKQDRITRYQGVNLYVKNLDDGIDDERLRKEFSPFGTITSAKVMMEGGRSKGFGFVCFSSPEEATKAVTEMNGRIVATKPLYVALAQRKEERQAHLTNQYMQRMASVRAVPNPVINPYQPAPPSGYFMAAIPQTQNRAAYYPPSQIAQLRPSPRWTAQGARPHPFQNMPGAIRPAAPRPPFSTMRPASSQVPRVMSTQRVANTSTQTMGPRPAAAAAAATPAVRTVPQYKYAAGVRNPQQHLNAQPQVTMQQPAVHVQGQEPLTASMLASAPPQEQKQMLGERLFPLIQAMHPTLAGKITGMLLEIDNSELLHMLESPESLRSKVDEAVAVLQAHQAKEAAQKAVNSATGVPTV
bovine MsrA act = bovine methionine sulfoxide reductase A activation. activation, % at 10.6 µM. purified bovine MsrA, absorbance read-out. AID 602163. 360,000 compounds, 0.3% hits; in the data active means activation above about 7.5%;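 further: 0% = vehicle and 100% = reference activator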
FAS-TE inh = blocks the thioesterase domain of human fatty acid synthase. P49327. 360,000 compounds, 0.67% hits. AID 602261. inhibition, % at 15 µM. recombinant FAS-TE, OMFH fluorogenic substrate, fluorescence endpoint;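 active means compounds whose normalised, plate-corrected inhibition of enzyme fluorescence in the single-dose primary screen is 50% or more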;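 further: 0% = DMSO with enzyme and 100% = substrate without enzyme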
MT1-MMP act inh = blocks activation of human MT1-MMP | P50281 | HT1080 RFP-PRO-GFP cells, GFP/RFP ratio fluorescence, overnight; percent of plate control window, DMSO zero | GFP/RFP ratio change, % at 20 µM | 360,000 compounds, 0.061% hits;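 active means GFP/RFP ratio change of at least 30% with cell ATP level not reduced by more than half and red fluorescence within 50% of control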; further: strong numbers were not always called active
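system = RFP-PRO-GFP reporter HT1080 cells | dosing = 20 µM single dose, 1% DMSO | timing = overnight cell settling, then overnight compound exposure, 37 °C, 5% CO2 | read-out basis = GFP/RFP fluorescence ratio | controls = DMSO and RFP-L50D-GFP cell wells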
Rin1 Abl inh = inhibitors of human Rin1-Abl protein interaction. P00519+Q13671. TR-FRET Rin1/Abl binding, biochemical. inhibition, % at 7.35 µM. 360,000 compounds, 0.4% hits. AID 588664; in the data active means inhibition above about 5%, passing the limit was not always enough
NRP1-CendR mod = modulators of CendR peptide binding to human neuropilin-1 | inhibition, % at 25 µM | 360,000 compounds, 0.85% hits | FAM-RPARPAR peptide binding to NRP-1, fluorescence polarization | O14786;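 active means inhibition or corrected inhibition above about 18%, plus a signal ratio from 0.5 to 1.5, limit read from the data, passing the limit was not always enough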; further: strong numbers were not always called active
The depositor's hits bear a star; i = inactive; · = not tested or not shown.

| Structure | eLon inh | Neddylation inh | SKN-1 inh | PABP1 MLLE inh | bovine MsrA act | FAS-TE inh | MT1-MMP act inh | Rin1 Abl inh | NRP1-CendR mod |
| --- | --- | --- | --- | --- | --- | --- | --- | --- | --- |
| CC(O)Cn1c(N2CCCC2)nc2c1c(=O)[nH]c(=O)n2C (configuration not stated) | 10 | i | 3 | -2 | -3 | -6 | 4 | -1 | -11 |
| COc1cc(S(=O)(=O)N2CCN(C(=O)c3ccccc3F)CC2)c(OC)cc1NC(C)=O | 0 | i | -8 | 1 | 1 | -5 | 5 | 4 | -4 |
| O=C(c1cc2ccccc2cc1O)N1CCN(c2ccc([N+](=O)[O-])cc2)CC1 | 0 | i | 13 | 3 | -4 | 9 | -2 | -3 | 2 |
| Nc1nnc(SCC(=O)NCCOc2ccccc2)s1 | -6 | i | -6 | 11 | -3 | -7 | 3 | 0 | -3 |
| CC(=O)N1CCSc2ccc(S(=O)(=O)Nc3ccc(C)cc3)cc21 | 5 | i | -1 | 0 | -1 | 7 | 2 | 1 | 22* |
| COc1ccc(C(=O)NCCc2ccc(Cl)cc2)cc1S(=O)(=O)N1CCCCC1C (configuration not stated) | 2 | i | -4 | -1 | -6 | 10 | -7 | 4 | -4 |
| CC(C)C(NC(=O)c1ccccc1NC(=O)c1ccco1)C(=O)O (configuration not stated) | 2 | i | 4 | 0 | -7 | -4 | -5 | -2 | 1 |
| CCOC(=O)c1c(-c2ccccc2)cn2c(C)cc(C)nc12 | -2 | · | 11 | -1 | 2 | -6 | 3 | 5 | 12 |
| c1ccc(CN(Cc2ccccc2)c2ncnc3c2nnn3Cc2ccccc2)cc1 | -2 | i | -2 | -1 | 0 | 34 | -4 | 1 | 10 |
| CCOC(=O)C1CCN(C(=O)c2cccc(S(=O)(=O)N3CCc4ccccc43)c2)CC1 | 4 | i | 15 | 8 | 5 | 6 | -2 | 2 | 10 |
| CC1CCCC(C)N1NC(=O)c1cccc(S(=O)(=O)N2CCc3ccccc32)c1 (configuration not stated) | -1 | i | -6 | -4 | 1 | -2 | -2 | 3 | 1 |
| O=C(c1ccc2c(c1)OCO2)N1CCCC1 | -2 | i | 3 | 13 | -2 | -10 | -2 | -2 | 0 |
| CC1(C)CC(=O)c2c(-c3cccs3)n[nH]c2C1 | 9 | i | 23 | -1 | -4 | -5 | 11 | -2 | -6 |
| COc1ccc(NC(=O)c2sc3nc(N4CCOCC4)c4c(c3c2N)CC(C)(C)OC4)c(OC)c1 | -6 | · | -9 | 13 | 2 | 2 | -1 | 1 | -2 |
| Cc1[nH]nc2c1C(c1c[nH]c3ccccc13)C(C#N)=C(N)O2 (configuration not stated) | 0 | i | -2 | -13 | -2 | -4 | 10 | -2 | 7 |
| O=C(OC[C@@H]1CCCN2CCCC[C@H]12)c1cc2ccccc2oc1=O | -12 | i | 3 | 0 | -5 | -15 | 2 | -2 | -11 |
| COc1ccc(S(=O)(=O)NC(CC(=O)NCc2ccco2)C(C)C)cc1 (configuration not stated) | 3 | i | -12 | -6 | -3 | -10 | 0 | 1 | 1 |
| O=C(c1ccc([N+](=O)[O-])o1)N1CCN(c2nc3c(F)cc(F)cc3s2)CC1 | -1 | i | -3 | 0 | 0 | 28 | 2 | -3 | -1 |
| CCOC(=O)c1c(C)[nH]c(C(=O)OCc2ccc([N+](=O)[O-])cc2)c1C | 6 | i | -18 | -18 | -6 | 34 | -2 | 2 | -1 |
| CCCCc1ccc(NC(=S)NCCc2ccc(F)cc2)cc1 | 4 | i | 8 | -38 | -12 | 15 | 4 | -4 | 10 |
| CCOc1ncccc1C(=O)N1CCN(c2cccc(C)c2C)CC1 | -2 | i | -2 | 5 | -6 | 1 | 8 | 1 | 2 |
| O=C(NCCNC(=O)c1ccc(-c2ccc(Cl)c(Cl)c2)o1)c1cnccn1 | 6 | i | 5 | 5 | 10* | 6 | 4 | 3 | 9 |
| CCOC(=O)N1CCN(S(=O)(=O)c2ccc(C(=O)Nc3nnc(CC)o3)cc2)CC1 | -14 | i | 2 | 3 | -2 | -15 | -6 | -4 | -1 |
| CC(C)C(c1nnnn1Cc1ccccc1)N1CCN(Cc2ccc3c(c2)OCO3)CC1 (configuration not stated) | 2 | i | 1 | 0 | -11 | 8 | -5 | 2 | -1 |
| O=S(=O)(c1ccccc1C(F)(F)F)N1CCC(n2cnc3ccccc32)CC1 | -4 | i | 3 | 9 | -10 | 15 | 4 | -5 | 7 |
| CCOc1cccc2sc(N(CCCN(C)C)C(=O)c3ccc(S(=O)(=O)N(C)CC4CCCO4)cc3)nc12 (configuration not stated) | 6 | i | 7 | 5 | -7 | -4 | -4 | -1 | 3 |
| CC1CCC2C(C1)Nc1c(C(=O)O)cccc1C2(C)C (configuration not stated) | 10 | · | 13 | 6 | -3 | -1 | -18 | -3 | -3 |
| CC(C)(C)C(=O)Nc1cc2c3c(c1)CC(=O)N3CCC2 | -3 | i | 6 | 10 | -3 | -5 | -7 | 1 | 6 |
| CC(=O)N/C(=C\c1ccccc1)C(=O)OCC(=O)c1c(N)n(CC(C)C)c(=O)n(C)c1=O | -9 | i | -14 | 4 | -2 | -6 | -1 | -5 | -1 |
| CCOC(=O)C1(CCCc2ccccc2)CCN(Cc2nccn2CC)CC1 | 1 | i | -6 | -2 | -7 | -6 | -6 | 0 | -11 |

More compounds
| Structure | eLon inh | Neddylation inh | SKN-1 inh | PABP1 MLLE inh | bovine MsrA act | FAS-TE inh | MT1-MMP act inh | Rin1 Abl inh | NRP1-CendR mod |
| --- | --- | --- | --- | --- | --- | --- | --- | --- | --- |
| COC(=O)c1ccccc1NC(=S)N(C)C | 5 | i | -2 | -11 | -4 | 1 | 2 | 2 | -5 |
| Cc1n[nH]c(=O)n1-c1ccc(OC(F)(F)F)cc1 | -7 | i | -7 | 6 | -4 | -4 | 2 | 6 | 5 |
| O=C(Nc1ccn(Cc2ccc(F)cc2)n1)c1ccncc1 | 2 | i | -14 | 6 | 1 | -6 | 0 | -1 | -1 |
| O=C(Nc1ccc2c(c1)OCCO2)C1c2ccccc2OCC(=O)N1Cc1ccco1 (configuration not stated) | 7 | i | -10 | · | -2 | -8 | -1 | · | 0 |
| O=C(CN1C(=O)CCSc2ccccc21)Nc1ccc2c(c1)OCO2 | 7 | i | 5 | 0 | -5 | -5 | 3 | -1 | -2 |
| CCOC(=O)c1cc(C#N)c(SC(C)C(=O)NC2CCCCC2)nc1C (configuration not stated) | -2 | i | 11 | -5 | -2 | -1 | 0 | -2 | 5 |
| O=C(CSc1nc2ccccc2[nH]1)N/N=C/c1ccco1 | -4 | i | 29 | -19 | 0 | -8 | 3 | 1 | 5 |
| Cc1ccc(CC(=O)N/N=C/c2ccc3c(c2)OCO3)cc1 | 13 | i | -1 | -2 | -7 | -4 | -4 | -1 | -8 |
| Cc1cccc(N=Nc2cn[nH]c2-c2ccco2)c1 | -9 | i | 13 | 7 | -8 | -22 | -7 | 5 | 12 |
| Cc1c(N=O)c(-c2ccccc2)n(O)[n+]1[O-] | -3 | i | -6 | -7 | -1 | -6 | -4 | -2 | 8 |
| COc1ccc(CCNC(=O)Cn2cccc2C(=O)c2ccccc2)c(OC)c1 | 3 | i | -4 | 3 | -3 | 4 | -1 | -1 | 5 |
| CN(c1ccc2nc3ccccc3c(=O)n2n1)C1CCCCC1 | -5 | i | -1 | -6 | -2 | -3 | -1 | 2 | -10 |
| CCOc1ccc(CCN2C(=O)C(=O)N([C@@H](CC(C)C)CN3CCC[C@@H]3CN3C(=O)C(=O)NC[C@@H]3CC(C)C)C[C@@H]2Cc2ccccc2)cc1 | -9 | i | 11 | 10 | 0 | -2 | 0 | 7 | -2 |
| COc1ccc(N(CC(=O)NCCSCc2cccc(Cl)c2)S(C)(=O)=O)cc1 | -1 | i | 5 | 9 | -9 | 6 | 1 | -1 | -8 |
| COc1cccc2c1OCC(C(=O)OCc1cccnc1)=C2 | -2 | i | 7 | -8 | 1 | -5 | 4 | -2 | -10 |
| O=S(=O)(NCc1ccc2c(c1)OCO2)c1cccc(F)c1 | 8 | i | 3 | 1 | 0 | -4 | -2 | 3 | 3 |
| Cc1csc(=O)n1CCC(=O)OCC(=O)NCc1ccc(Cl)cc1Cl | -10 | i | -7 | 15 | -4 | 1 | 4 | 1 | -13 |
| CCc1ccc(/C=N\n2cnnc2)cc1 | -4 | i | -3 | 11 | -2 | -5 | -1 | -2 | -2 |
| CC(=O)c1cnc2sccn2c1=O | -8 | i | -1 | -6 | -2 | -3 | 4 | 5 | 2 |
| Cc1cccc(OCC(=O)N(Cc2nnc(-c3ccccc3Cl)o2)C2CC2)c1 | -5 | i | 13 | 3 | -2 | 6 | 2 | -2 | 1 |
| CCOC(=O)C1=C(C)Nc2ncnn2C1/C=C/c1ccccc1 (configuration not stated) | -1 | i | 10 | 5 | -2 | -3 | -9 | 2 | 0 |
| CC(C)Cc1nnc(NC(=O)CCC(=O)NC2CCCCC2)s1 | 1 | i | 2 | 11 | -3 | -6 | 3 | 5 | 11 |
| COc1ccc2cc(CCNS(=O)(=O)c3ccc(NC(C)=O)cc3)c(=O)[nH]c2c1 | 1 | i | -9 | 3 | -5 | -6 | -3 | 4 | 10 |
| O=C1OC2(CCCCC2)OC(=O)C1=CNc1ccc2c(c1)OCO2 | -3 | i | 1 | -9 | -3 | 1 | -4 | -5 | -12 |
| Cc1cc(/C=N/NS(=O)(=O)c2ccc(F)c(Cl)c2)no1 | 14 | i | -13 | -10 | -4 | -5 | 1 | 0 | 9 |
| CCCC(=O)Nc1ccc2oc(-c3cncc(Br)c3)nc2c1 | -1 | · | 0 | 18 | -1 | -3 | -3 | 1 | 11 |
| Cn1cc([C@@H]2C[C@H]3CN(C4CCCC4)C(=O)[C@]34CCCN24)c(-c2ccccc2)n1 | -2 | i | 10 | 8 | 0 | 1 | -1 | -1 | -4 |
| COc1ccc(/C(N)=N/OC(=O)c2cccs2)cc1OC | -1 | i | 9 | 3 | -3 | -3 | 1 | -3 | 10 |
| CCOC(=O)[C@]12CCCC=C1N(Cc1ccc(Cl)cc1Cl)C(=O)[C@H](CC(=O)NCCC(C)C)C2 | 2 | i | 9 | · | -2 | 15 | -2 | · | -2 |
| CC(C)c1ccc(NC(=O)C2CCCN2S(=O)(=O)c2ccccc2F)cc1 (configuration not stated) | -1 | i | 4 | 2 | -2 | 12 | 6 | -1 | 1 |

(listing goes on)
| Structure | eLon inh | Neddylation inh | SKN-1 inh | PABP1 MLLE inh | bovine MsrA act | FAS-TE inh | MT1-MMP act inh | Rin1 Abl inh | NRP1-CendR mod |
| --- | --- | --- | --- | --- | --- | --- | --- | --- | --- |
| CCOC(=O)Nc1ccc2c(c1)nc(CN1CCN(C(C)=O)CC1)n2C | 0 | i | 4 | 4 | -1 | -8 | 6 | 1 | 17 |
| O=C(CNC(=O)c1cccs1)c1ccc(Br)cc1 | -3 | i | 10 | -5 | -2 | -4 | -3 | 2 | 8 |
| O=C(O)C1=C(C(=O)Nc2ccc(F)c(Cl)c2)CCCC1 | -14 | i | 24 | 0 | -11 | -6 | 3 | 2 | 6 |
| Cc1cc(N)n2ncc(-c3cccc(Br)c3)c2n1 | -1 | · | 23 | 0 | -7 | 17 | 0 | -3 | 2 |
| CCOC(=O)C1(C(F)(F)F)N=C(c2ccccc2F)OC(N(C)C)=N1 (configuration not stated) | 5 | i | 3 | 5 | -3 | 4 | -2 | -2 | 11 |
| CCN1C(=NCCOC)N[C@@H](c2cccc(F)c2)C(C(=O)OC)=C1C | -5 | i | 3 | -129 | -3 | -11 | -5 | 2 | 22 |
| O=C1COc2ccc(-c3csc(NCCc4ccccc4)n3)cc2N1 | 2 | i | -1 | 8 | -8 | 27 | 0 | -4 | -2 |
| Cc1ccc(N2CCN(C(=O)Nc3cccc([N+](=O)[O-])c3)CC2C)cc1 (configuration not stated) | 3 | i | -15 | 7 | -15 | 45 | 4 | 1 | -16 |
| Cc1cc(=O)[nH]c(N/N=C/c2cc(C)n(CC(F)(F)F)c2C)n1 | 3 | i | 7 | 6 | -3 | -8 | -6 | -1 | -1 |
